Compound activity: PubChem, several laboratories
Smad3 inh = Smad3 (human) transcription factor binding inhibition. inhibition, % at 25 µM. actives 0.29% (n = 88,000). TR-FRET Smad3/Dy647-FoxH1 peptide binding, europium anti-His;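 active = compounds that reduce the energy-transfer binding signal between the protein and its labelled peptide by more than half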;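 also: 0% = Smad3 plus labelled peptide maximal FRET and 100% = peptide-only background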
DAT uptake mod = changed human dopamine transporter uptake under cocaine IC80; AID 449768; actives 1.3% (n = 110,000); LLC-PK1 hDAT cells, [14C]-dopamine uptake with cocaine IC80; actives deviate in either direction; B-score at 10 µM; Q01959;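 active = Z score or B-score, a plate-position-corrected score, falls beyond the plate's 99.7% confidence bounds, in either direction; inactive = both scores lie inside the 99.7% bounds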;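 also: scored against the spread of the other compound wells on the same plate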
HUVEC tox IL1B = toxic to HUVEC cells under IL-1B stimulation; HUVEC cell count loss, Hoechst imaging, IL-1B stimulated; cell count reduction, % at 2 µM; actives 0.41% (n = 94,000); AID 845;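 active = cell count reduction more than 3 SD above the screen-wide mean, cut at about 70% in these data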;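 also: normalized per plate to untreated control cells as the no-loss baseline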
MT1-MMP txn act = activates MT1-MMP transcription; HT1080 MT1-MMP promoter luciferase reporter, luminescence, overnight; hits give high values; AID 750; activation factor at 10 µM; actives 0.16% (n = 86,000);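 active = activation factor of at least 2 for MT1-MMP transcription at 10 µM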
cytoskel mod = alters cytoskeleton assembly in HUVEC cells | HUVEC TNFa F-actin phalloidin imaging, high content | actives 0.18% (n = 91,000) | inhibition, % at 2 µM | AID 836;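 active = inhibition above the batch mean plus 3 SD and confirmed as a hit by visual image inspection, cut at about 30% in these data, passing the limit was not always enough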; also: strong numbers were not always called active
Candida biofilm = kills Candida albicans biofilms; C. albicans biofilm + clotrimazole, Alamar Blue; inhibition, % at 6 µM; actives 0.14% (n = 85,000); AID 834;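 active = inhibition above 20%; inactive = inhibition below 20%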;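 also: preformed 24 hr biofilms exposed to compound for 48 hr; 0% = biofilm without compound and 100% = blank killed by clotrimazole plus chlorhexidine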
PTPN22 inh 2 = inhibitors of human LYP (PTPN22) phosphatase; actives 0.21% (n = 96,000); Q9Y2R2; inhibition, % at 2 µM; recombinant LYP catalytic domain, DiFMUP fluorescence;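 active = inhibition at 2 µM at or above a set limit, the screen mean plus 3 SD, cut at about 24% in these data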;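 also: 0% = DMSO with enzyme and 100% = enzyme fully blocked by orthovanadate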
Target sequence (Q9Y2R2 whole entry, looked up, the tested form may be a part): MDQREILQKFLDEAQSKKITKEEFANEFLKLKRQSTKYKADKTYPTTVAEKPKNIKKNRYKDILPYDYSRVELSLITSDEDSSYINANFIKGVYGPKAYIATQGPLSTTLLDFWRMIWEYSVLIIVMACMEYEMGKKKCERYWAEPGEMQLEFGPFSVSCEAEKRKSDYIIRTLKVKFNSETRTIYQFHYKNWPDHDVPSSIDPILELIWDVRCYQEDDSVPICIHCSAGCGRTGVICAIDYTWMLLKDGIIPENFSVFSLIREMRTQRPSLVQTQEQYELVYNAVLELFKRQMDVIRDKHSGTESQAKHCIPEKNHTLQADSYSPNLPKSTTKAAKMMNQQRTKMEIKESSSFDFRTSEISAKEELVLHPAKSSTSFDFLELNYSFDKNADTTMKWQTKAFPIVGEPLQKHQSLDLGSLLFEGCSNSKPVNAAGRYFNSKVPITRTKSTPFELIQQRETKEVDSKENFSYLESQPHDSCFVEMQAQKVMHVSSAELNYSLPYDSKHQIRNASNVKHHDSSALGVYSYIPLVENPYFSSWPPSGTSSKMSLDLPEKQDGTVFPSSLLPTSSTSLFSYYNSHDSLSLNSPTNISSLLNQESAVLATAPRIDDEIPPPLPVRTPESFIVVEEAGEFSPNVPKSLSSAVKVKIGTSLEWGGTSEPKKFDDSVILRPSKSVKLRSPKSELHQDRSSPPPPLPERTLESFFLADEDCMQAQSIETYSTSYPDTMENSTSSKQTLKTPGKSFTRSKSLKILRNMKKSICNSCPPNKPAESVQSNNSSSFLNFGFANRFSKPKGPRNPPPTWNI
VCAM1 TNFa inh = reduces TNF alpha induced VCAM1 expression in HUVEC; HUVEC TNFa-induced VCAM-1 immunofluorescence, high-content imaging; inhibition, % at 2 µM; actives 0.48% (n = 95,000);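 active = inhibition above the batch mean plus 3 SD, with images confirmed as a hit by eye, cut at about 37% in these data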;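 also: 0% = TNF-stimulated DMSO wells and 100% = unstimulated control wells; not every result past the cut was called active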
TNFa cytotox = HUVEC cytotoxicity counter-screen, TNF alpha stimulated; actives 0.17% (n = 93,000); cell count reduction, % at 2 µM; AID 848; HUVEC TNFalpha-stimulated, Hoechst cell count, imaging;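 active = cell count reduction exceeding the screen mean by over 5 SD, scaled to untreated wells per plate, cut at about 78% in these data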;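 also: cells counted after 24 h of TNF alpha exposure following the 1 h pretreatment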
Starred values were filed as active, the others as inactive; / = no result given; [ ] = remark or other dose.

SMILES	Smad3 inh	DAT uptake mod	HUVEC tox IL1B	MT1-MMP txn act	cytoskel mod	Candida biofilm	PTPN22 inh 2	VCAM1 TNFa inh	TNFa cytotox
COc1cccc(C(=O)N2N=C(c3cccc(OC)c3)CC2(O)C(F)(F)F)c1 (stereo unspecified)	/	1.6	0	/	8	/	-12	13	-18
O=C(Cn1nnc(-c2ccccc2)n1)OC1CCOC1=O (stereo unspecified)	5	-0.67	-6	1	-10	6	-5	-18	8
CC(=O)Oc1ccc(OC(C)=O)c(SCCCCCN2CCOCC2)c1	/	-2.2	2	/	1	/	8	-23	-29
CCN(CC)c1ncnc2c1[nH]c1ccccc12	9	-0.22	22	/	9	2	2	1	-14
O=C(NC1CCCCC1)n1c(=O)oc2cc(S(=O)(=O)N3CCCCC3)ccc21	4	0.53	-2	1.1	8	-2	16	-2	19
c1ccc2c(-n3cnnn3)cccc2c1	4	-1.7	15	1.1	-14	4	0	18	13
CCOC(=O)CSc1n[nH]c(NC(=O)c2cccc(C(F)(F)F)c2)n1	/	-0.16	-18	/	-24	/	1	15	1
Cc1ccc2nc(-c3cccc(N)c3)oc2c1	9	0.11	-29	/	13	3	-2	8	-12
CCC(C)NC(=O)c1ccc(CS(=O)(=O)Cc2ccc(Cl)cc2)o1 (stereo unspecified)	4	-1	12	1.2	-9	3	-16	-1	7
CC(C)CC(C(=O)OCC(=O)Nc1ncc(Cl)cc1Cl)N1C(=O)c2ccccc2C1=O (stereo unspecified)	-1	-0.71	-12	1.1	5	4	0	12	5
CCOC(=O)N1CCC(NC(=O)C2CCCN(C(=O)N3CCOc4ccccc43)C2)CC1 (stereo unspecified)	5	0.019	/	1.1	/	8	/	/	/
Cn1c(=O)c2cc(S(=O)(=O)N3CCN(c4cccc(C(F)(F)F)c4)CC3)ccc2n(C)c1=O	-12	/	27	/	8	-3	2	-10	32
CCOC(=O)c1ccc(NC(=O)Nc2ccc3c4c(cccc24)C(=O)N3CC)cc1	/	-0.023	-3	/	14	/	0	-5	-3
CC(C)(C)n1nc2c(c1NC(=O)c1ccccc1F)CS(=O)C2 (stereo unspecified)	-8	0.75	-10	1.1	6	12	2	9	-12
O=C(O)C1C2C=CC(O2)C1C(=O)Nc1ccc(S(=O)(=O)Nc2ccccc2)cc1 (stereo unspecified)	11	/	-2	1.1	38*	2	2	14	-16
CC1=C(C(=O)OCC(C)C)C23C(=O)c4ccccc4C2(O1)OC(N)=C3C#N (stereo unspecified)	4[fluorescence artefact?]	0.16	-5	1.2	-16	6	-6	-20	-15
COc1ccccc1NC(=O)NCC(=O)Nc1ccc(F)c(F)c1	-1	0.91	-17	1.1	24	-5	5	-9	-45
O=C(NCc1ccccc1)C1(c2ccccc2)CCN(S(=O)(=O)c2ccccc2)CC1	1	0.42	-77	1.3	8	2	-13	4	-31
Cc1ccc(C(=O)NCC(=O)N2CCN(c3ncccn3)CC2)s1	22	0.31	-18	1.2	16	5	5	7	-12
CC(C(=O)NC(=O)NC1CCCCC1)N1CCN(c2ccccn2)CC1 (stereo unspecified)	1	-0.53	2	1	-42	10	2	10	-12
O=C(c1cccc(Cl)c1)N1CCN(C2CCCCCC2)CC1	/	0.4	2	1.1	2	/	-2	-22	-17
COC(=O)c1ccc(OC)c(CSc2nnc(COc3ccc(OC)cc3)o2)c1	2	-0.011	/	1.1	/	2	/	/	/
CCOC(=O)Nc1sc2c(c1C(=O)OCC)CCC2	46	-0.54	-12	1.1	1	5	0	-4	-17
Cc1cccc(C)c1NC(=O)C1C2C=CC(C2)C1C(=O)NCc1ccccn1 (stereo unspecified)	18	-0.45	10	/	-10	2	5	3	15
CCOC(=O)Cc1cn2c(=O)cc(CSCC(=O)Nc3ccc(C)c(C)c3)nc2s1	-18	0.38	/	1.1	/	0	/	/	/
Cc1ccc(C(=O)OCC(=O)N2CCc3ccccc32)cc1	9	0.11	5	1.1	18	-6	9	-8	-4
O=C1C2CCCN2c2ccc(S(=O)(=O)N3CCOCC3)cc2N1Cc1cccc(C(F)(F)F)c1 (stereo unspecified)	/	0.34	-24	/	14	/	6	5	-22
Cc1ccc(-n2c(=O)cc(NCc3cccnc3)[nH]c2=O)cc1	/	-0.21	-20	1.3	-25	/	-4	-4	-6
Cn1c(=O)c2c(nc(SCC(=O)N3CCc4ccccc4C3)n2C)n(C)c1=O	8	-0.54	1	1.3	-8	7	4	-3	-24
Cc1cc(C)c(S(=O)(=O)NCCCN2CCOCC2)cc1Br	/	-0.072	-25	1.1	-8	/	-2	-11	-6
Cc1cc(OCc2nn[nH]n2)c2c(-c3ccccc3)cc(=O)oc2c1	7	0.8	-2	1.2	-65	7	-1	19	0
CCCc1cc(N2CCN(C(=O)c3ccco3)CC2)n2c(nc3ccccc32)c1C#N	7	0.92	-85	1.2	3	5	12	8	-14
C/C(=N\OC(=O)NC(C)C)c1sc(-c2ccc(Cl)cc2)nc1C	/	0.36	-9	/	/	/	-2	-4	13
COCCOC(=O)C1=C(C)Nc2ncnn2C1c1ccccc1 (stereo unspecified)	-3	-0.53	-12	1.3	-29	4	-9	-1	15
COCC(=O)NCCc1nc(-c2ccccc2)cs1	11	0.13	-23	0.9	-18	4	1	7	7
Cc1cccc2cc(-c3nc4c(C)cccn4c3NCc3ccco3)c(=O)[nH]c12	11	0.18	/	/	20	1	3	5	-20
Cc1cc(C)nc(/N=C(\N)C2=C(O)CC(C)(C)CC2=O)n1	10	0.21	-16	1.2	6	4	-2	-10	3
c1ccc(OCc2nnc3sc(-c4cccs4)nn23)cc1	12	0.38	/	1.1	/	7	/	/	/
O=C(NC1CCCc2ccccc21)C1CCN(S(=O)(=O)c2cnc[nH]2)CC1 (stereo unspecified)	3	0.087	-51	1	25	6	-1	6	-31
O=C(Nc1sc2c(c1C(=O)O)CCCC2)c1cccs1	3	1.4	-6	1.1	46	5	0	0	-20
Fc1ccc(-c2nnc(CN3CCC(c4nc5ccccc5s4)CC3)o2)cc1	8	-0.042	/	1.1	/	5	/	/	/
CC(C)CCNC(=O)c1cccc(C(=O)NCCC(C)C)c1	2	-0.2	-9	1.2	10	2	-4	0	-35
Cc1nc2ccc(NC(=O)c3cccc(S(=O)(=O)N4CC(C)OC(C)C4)c3)cc2s1 (stereo unspecified)	-9	0.61	-140	1	8	7	4	-7	-11
CC1(C)CC(=O)C(C(c2ccncc2)C2C(=O)CC(C)(C)CC2=O)C(=O)C1	-1	0.34	-27	1.1	-29	2	-18	0	-15
Cc1c(NS(=O)(=O)c2cccc(C(=O)NCc3ccccc3)c2)c(=O)n(-c2ccccc2)n1C	9[fluorescence artefact?]	/	7	1	/	3	-3	-7	2
Cc1ccc(C)c(C(=O)n2cnnc2N)c1	-4	-0.42	-1	1.1	16	10	8	0	-15
CCNC(=S)N(Cc1ccc2c(c1)OCO2)C1CC(=O)N(c2ccc(OC)cc2)C1=O (stereo unspecified)	/	-0.093	-18	/	10	/	1	-2	-4
CC1CCCN(c2ccc(C(=O)NCCc3ccccc3)cn2)C1 (stereo unspecified)	-2	0.85	-60	1.1	-8	-2	-3	-10	-10
O=C(NC1CC1)C1CCN(c2ccc(S(=O)(=O)N3CCOCC3)cc2)CC1	4	0.0066	-18	1.3	1	3	7	-1	-31
CC(=O)N(c1ccccc1)c1nc(C)cc(C)c1C#N	-1	0.79	12	1.1	11	4	3	5	-11
COc1cc(OC)cc(C(=O)Nc2cc(NC(=O)c3ccco3)ccc2OC)c1	-7	1.5	-13	1.2	19	5	-12	-3	-36
CCOC12NC(=O)CC(=O)N1C(c1ccccc1)=CS2 (stereo unspecified)	10	0.56	/	1.5	/	7	/	/	/
CCOC(=O)c1c(C)[nH]c(C)c1-c1ccccc1OC	-6	0.014	12	1	4	8	1	14	-29
C=CCN1C(=O)C(Cc2ccc(OC)cc2)S/C1=N/N=C/c1ccco1 (stereo unspecified)	/	-0.29	-36	/	-29	/	-15	5	-7
CN1C(=O)c2ccccc2C(C(=O)NCCCN2CCCC2=O)C1c1c[nH]c2ccccc12 (stereo unspecified)	-13	-0.32	16	/	6	5	4	13	-11
O=C(Nc1ccc(-n2ccnc2P(=O)(O)c2ccccc2)cc1)c1ccccc1Br	/	/	0	/	-15	/	5	11	0

Quoted from the results shown for reference:
SMILES	Smad3 inh	DAT uptake mod	HUVEC tox IL1B	MT1-MMP txn act	cytoskel mod	Candida biofilm	PTPN22 inh 2	VCAM1 TNFa inh	TNFa cytotox
O=C(NC1CC1)C1CCN(c2ccc(S(=O)(=O)N3CCOCC3)cc2)CC1	4	0.0066	-18	1.3	1	3	7	-1	-31
CC(=O)N(c1ccccc1)c1nc(C)cc(C)c1C#N	-1	0.79	12	1.1	11	4	3	5	-11
COc1cc(OC)cc(C(=O)Nc2cc(NC(=O)c3ccco3)ccc2OC)c1	-7	1.5	-13	1.2	19	5	-12	-3	-36
CCOC12NC(=O)CC(=O)N1C(c1ccccc1)=CS2 (stereo unspecified)	10	0.56	/	1.5	/	7	/	/	/
CCOC(=O)c1c(C)[nH]c(C)c1-c1ccccc1OC	-6	0.014	12	1	4	8	1	14	-29

7 entries out of the list, arranged by number of heavy atoms, rising:
SMILES	Smad3 inh	DAT uptake mod	HUVEC tox IL1B	MT1-MMP txn act	cytoskel mod	Candida biofilm	PTPN22 inh 2	VCAM1 TNFa inh	TNFa cytotox
CCOC(=O)c1c(C)[nH]c(C)c1-c1ccccc1OC	-6	0.014	12	1	4	8	1	14	-29
C=CCN1C(=O)C(Cc2ccc(OC)cc2)S/C1=N/N=C/c1ccco1 (stereo unspecified)	/	-0.29	-36	/	-29	/	-15	5	-7
O=C(NC1CC1)C1CCN(c2ccc(S(=O)(=O)N3CCOCC3)cc2)CC1	4	0.0066	-18	1.3	1	3	7	-1	-31
COc1cc(OC)cc(C(=O)Nc2cc(NC(=O)c3ccco3)ccc2OC)c1	-7	1.5	-13	1.2	19	5	-12	-3	-36
O=C(Nc1ccc(-n2ccnc2P(=O)(O)c2ccccc2)cc1)c1ccccc1Br	/	/	0	/	-15	/	5	11	0
CCNC(=S)N(Cc1ccc2c(c1)OCO2)C1CC(=O)N(c2ccc(OC)cc2)C1=O (stereo unspecified)	/	-0.093	-18	/	10	/	1	-2	-4
CN1C(=O)c2ccccc2C(C(=O)NCCCN2CCCC2=O)C1c1c[nH]c2ccccc12 (stereo unspecified)	-13	-0.32	16	/	6	5	4	13	-11

Only part of the results is shown; rates above refer to the full screens.
